Myeloid diff MLP = compounds promoting myeloid differentiation. 360,000 compounds, 1% hits. ER-HoxA9 myeloid progenitors, lysozyme-GFP differentiation, flow cytometry. AID 624256. calls only at 10 µM;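 active = normalized GFP-positive differentiation at or above the plate's own cutoff, the solvent-only control mean plus 3 SD; inconclusive = no clear call, values can overlap the other calls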;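 also: cells exposed to compound for four days before flow analysis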
LYP phosphatase = PTPN22 lymphoid phosphatase activity blockers – biochemical, fluorescence intensity, uHTS (AID 1779); inhibition, % at 11.5 µM; hits with a dose series show IC50 in µM; 290,000 compounds, 0.054% hits; recombinant LYP phosphatase, fluorescence intensity; higher % means a stronger effect; in the data active = inhibition above about 50%;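 also: plate controls were vehicle with enzyme for no effect and no enzyme for full effect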
GPR35 antagonists = GPR35 antagonists blocking zaprinast-driven arrestin recruitment, primary screen, imaging, U2OS, beta-arrestin-GFP, zaprinast agonist (AID 2058); U2OS GPR35 beta-arrestin-GFP translocation imaging, zaprinast antagonism; higher % means a stronger effect; 290,000 compounds, 0.052% hits; one-dose inhibition, % at 10 µM; IC50 in µM for titrated hits;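 active = inhibition of at least 50% with at least 30 cells and total cytoplasm GFP at most 10,000,000; inconclusive = under 30 cells or total GFP of 10,000,000 plus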
Rac1 GTP hydrolysis = MgcRacGAP GTPase-activating activity inhibitors, confirmation, biochemical, ADP Hunter fluorescence. 340,000 compounds, 0.6% hits. AID 624330. inhibition, % at 30 µM, or IC50 in µM where a hit was titrated. MgcRacGAP-stimulated Rac1 GTP hydrolysis, ADP Hunter fluorescence; higher % means a stronger effect; GST-tagged Rac1 F28L mutant substrate;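 active = first-screen hits whose inhibition reached a set limit at any dose in the follow-up dose series; inconclusive = inhibition above the set first-screen limit but never retested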;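 also: fluorescence reports GDP produced by GAP-driven GTP hydrolysis; strong numbers were not always called active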
HIV peptide binding = inhibitors of HIV fusion peptide binding, primary screen, biochemical, uHTS, fluorescence dequenching (AID 1986); cell-free peptide binding, fluorescence dequenching, 30 min; higher % means a stronger effect; inhibition, % at 20 µM; hits with a dose series show IC50 in µM; 290,000 compounds, 0.3% hits; in the data active = inhibition mostly above about 52%, no sharp cut-off; inactive = mostly below about 76%; also: some results filed as inactive read as strong as hits
GPR55 antagonists = inhibition of LPI-stimulated GPR55 beta-arrestin translocation – imaging, U2OS, beta-arrestin-GFP, LPI agonist, primary screen (AID 2013); 290,000 compounds, 0.13% hits; U2OS GPR55 beta-arrestin-GFP translocation imaging, LPI antagonism; higher % means a stronger effect; one-dose inhibition, % at 10 µM; IC50 in µM for titrated hits;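 active = spots per cell inhibited over 60%, with over 100 cells counted and total cytoplasm intensity under 500,000; inconclusive = wells with under 100 cells, flagged as likely toxic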;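 also: U2OS cells stably carrying GPR55 and arrestin-GFP stimulated by 5 µM LPI near EC80; imaged beta-arrestin-GFP aggregate spots per cell after agonist stimulation; plate controls were LPI-stimulated DMSO wells for no effect and DMSO wells without LPI for full effect; some results filed as inactive read as strong as hits; confirmed hits need IC50 under 10 µM and bright autofluorescent wells are also inconclusive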
Salmonella PhoP GFP = PhoP-dependent GFP reporter repression – Salmonella Typhimurium, primary screen (AID 1863). S. Typhimurium PhoP-regulated promoter GFP reporter, 4 h; higher % means a stronger effect. one-dose inhibition, % at 50 µM; IC50 in µM for titrated hits. 300,000 compounds, 0.16% hits;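 active = inhibition over 29.93%, a cutoff 3 SD above the screen mean, later confirmed by dose response; inconclusive = inhibition over 29.93% but no dose response follow-up; inactive = inhibition at most 29.93% or unconfirmed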;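 also: 0% = low Mg2+ inducing control and 100% = high Mg2+ repressing control; strong numbers were not always called active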
NTR1 agonist = NTR1-driven beta-arrestin-GFP spot formation – imaging, U2OS cells, high content, primary screen (AID 493036); agonist mode; P30989; 330,000 compounds, 0.17% hits; activation, % at 20 µM;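 active = activation at or above 40% of the spot to cytoplasm intensity ratio, with at least 20 cells analyzed; inconclusive = wells under 20 cells, flagged as cytotoxic or low count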;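 also: 0% = DMSO without peptide and 100% = 100 nM NTR1 peptide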
Target sequence (P30989 whole entry, looked up): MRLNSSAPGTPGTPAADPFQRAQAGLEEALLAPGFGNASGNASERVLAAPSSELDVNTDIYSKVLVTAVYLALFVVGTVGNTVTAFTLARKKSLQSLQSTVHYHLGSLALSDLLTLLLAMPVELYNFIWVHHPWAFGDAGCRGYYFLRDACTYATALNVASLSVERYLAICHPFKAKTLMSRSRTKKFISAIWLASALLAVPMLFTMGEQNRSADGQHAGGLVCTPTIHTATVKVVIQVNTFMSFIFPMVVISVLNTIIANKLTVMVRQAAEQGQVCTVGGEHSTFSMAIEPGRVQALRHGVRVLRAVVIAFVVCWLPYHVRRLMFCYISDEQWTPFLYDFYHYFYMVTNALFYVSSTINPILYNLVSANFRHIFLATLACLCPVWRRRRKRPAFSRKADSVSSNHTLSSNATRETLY
Siah-1 displacement = blockers of Siah-1 interaction with plectin peptide – biochemical, fluorescence polarization, rhodamine-plectin, uHTS, primary screen (AID 1817). Siah-1 / rhodamine-plectin peptide fluorescence polarization; higher % means a stronger effect. one-dose displacement, % at 20 µM; IC50 in µM for titrated hits. 290,000 compounds, 0.02% hits;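 active = displacement of at least 50% at 20 µM, with a fluorescence ratio check between 0.3 and a set limit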;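 also: plate controls were Siah plus tracer with DMSO for no effect and tracer alone without Siah for full effect; strong numbers were not always called active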
NTR1 agonist cell count 20 µM = recorded beside NTR1 agonist, whose call it bears; cell count; measured here: cell count, cytotoxicity flag
Myeloid diff MLP GFP+ MAC1+ % = recorded beside Myeloid diff MLP, whose call it bears; GFP+ MAC1+ double positive, %; measured here: differentiation confirmed by MAC1 staining
The depositor's hits bear a star; i = inactive; ? = inconclusive; · = not tested or not shown; & = joins results of further samples.

SMILES	Myeloid diff MLP	Myeloid diff MLP GFP+ MAC1+ %	LYP phosphatase	GPR35 antagonists	Rac1 GTP hydrolysis	HIV peptide binding	GPR55 antagonists	Salmonella PhoP GFP	NTR1 agonist	NTR1 agonist cell count 20 µM	Siah-1 displacement
COc1ccc(-c2noc(COc3ccccc3OC)n2)cc1OC	i	2.2	3%	-2%	2%	0.4%	0%	1%	0.7	56	6%
CCc1nccn1C(=O)c1cnn2c(C(F)F)cc(-c3ccccc3)nc12	·	·	-11%	-17%	·	30%	19%	-10%	11	94	-4%
CCOC(=O)c1sc(NC(=O)CSc2ncccn2)nc1C	?	·	-7%	19%	6%	-1.0%	-14%	2%	-0.1	66	0%
CCc1ccc(CNCCSc2nnnn2C)cc1	i	0.3	-6%	12%	4%	-0.1%	5%	2%	0.8	90	2%
Cc1cc(O)c(C(C)C)cc1N=Cc1cc([N+](=O)[O-])ccc1O	i	0.0	-5%	5%	4%	0.9%	2%	16%	-0.7	60	-4%
Cc1cc(C)c(C#N)c(N2CCOCC2)n1	i	0.8	-4%	-4%	6%	-1.9%	1%	7%	0.0	66	-8%
O=c1/c(=C/c2ccccn2)sc2nc3ccccc3n12	i	0.4	-4%	6%	7%	-0.5%	-3%	1%	-1.3	58	6%
Cc1cccc(NC(=O)CC2Nc3cccc4cccc(c34)NC2=O)c1 (centres undefined)	i	0.8	0%	2%	20%	-5.8%	6%	-2%	2.6	56	80%
N#CC1=C(N)SC(N)=C(C#N)C1c1cccc(Oc2ccccc2)c1	i	11	2%	6%	18%	25%	-12%	-16%	-0.3	38	0%
Cc1cc(NC(=O)c2ccc(N3CCCC3)c([N+](=O)[O-])c2)no1	i	0.2	-2%	1%	-7%	1.4%	5%	3%	-1.4	96	8%
COc1ccccc1NC(=O)c1cccnc1	i	0.7	-2%	2%	6%	-0.1%	-13%	1%	-0.5	66	-3%
O=C(O)Cn1nnc(-c2ccc(OCc3ccccc3Cl)cc2)n1	i	1.0	-4%	1%	7%	9.3%	6%	15%	0.3	83	2%
CCCCNC(=O)Nc1cc(C(=O)OC)ccc1Cl	i	0.8	-6%	-3%	4%	3.0%	3%	17%	-0.5	53	5%
CCc1nn(C(C)C(=O)N2CCN(c3ccccc3)CC2)c(=O)c2cc3occc3n12 (centres undefined)	i	2.8	-8%	21%	6%	-0.5%	-22%	6%	0.6	40	-4%
CCOC(=O)c1c(N2C(=O)C3C4C=CC(C4)C3C2=O)sc2c1CCC(C)C2 (centres undefined)	i	0.3	-6%	-8%	6%	2.1%	-5%	7%	0.7	64	-4%
Cc1ccc(S(=O)(=O)N2CCCCC2)cc1C(=O)Nc1ccc2cn[nH]c2c1	i	1.2	-6%	-7%	10%	-0.6%	2%	-6%	0.5	47	0%
CCc1nn(C(C)C(=O)NC(C)CCc2ccco2)c(=O)c2cc3occc3n12 (centres undefined)	i	1.7	0%	-2%	10%	5.4%	4%	-9%	0.1	49	-1%
O=C(/C=C\c1ccco1)Nc1nc(-c2ccc3ccccc3c2)cs1	i	0.9	6%	18%	0%	7.3%	8%	-15%	4.8	66	0%
Cc1cc(C)c(S(=O)(=O)N2CCCC(C(=O)NCc3cccnc3)C2)c(C)c1 (centres undefined)	i	2.4	-7%	7%	9%	-1.3%	31%	-4%	2.1	71	5%
COc1cccc(CCNC(=O)C2CCC(=O)N(C3CC3)C2)c1OC (centres undefined)	i	0.5	-2%	3%	5%	-0.4%	7%	·	-0.1	50	-2%

A second format for part of the listing above:
Molecule,Myeloid diff MLP,Myeloid diff MLP GFP+ MAC1+ %,LYP phosphatase,GPR35 antagonists,Rac1 GTP hydrolysis,HIV peptide binding,GPR55 antagonists,Salmonella PhoP GFP,NTR1 agonist,NTR1 agonist cell count 20 µM,Siah-1 displacement
CCOC(=O)c1sc(NC(=O)CSc2ncccn2)nc1C,?,·,-7%,19%,6%,-1.0%,-14%,2%,-0.1,66,0%
CCc1ccc(CNCCSc2nnnn2C)cc1,i,0.3,-6%,12%,4%,-0.1%,5%,2%,0.8,90,2%
Cc1cc(O)c(C(C)C)cc1N=Cc1cc([N+](=O)[O-])ccc1O,i,0.0,-5%,5%,4%,0.9%,2%,16%,-0.7,60,-4%
Cc1cc(C)c(C#N)c(N2CCOCC2)n1,i,0.8,-4%,-4%,6%,-1.9%,1%,7%,0.0,66,-8%
O=c1/c(=C/c2ccccn2)sc2nc3ccccc3n12,i,0.4,-4%,6%,7%,-0.5%,-3%,1%,-1.3,58,6%
Cc1cccc(NC(=O)CC2Nc3cccc4cccc(c34)NC2=O)c1 (centres undefined),i,0.8,0%,2%,20%,-5.8%,6%,-2%,2.6,56,80%
N#CC1=C(N)SC(N)=C(C#N)C1c1cccc(Oc2ccccc2)c1,i,11,2%,6%,18%,25%,-12%,-16%,-0.3,38,0%
Cc1cc(NC(=O)c2ccc(N3CCCC3)c([N+](=O)[O-])c2)no1,i,0.2,-2%,1%,-7%,1.4%,5%,3%,-1.4,96,8%

Additional structures follow.
SMILES	Myeloid diff MLP	Myeloid diff MLP GFP+ MAC1+ %	LYP phosphatase	GPR35 antagonists	Rac1 GTP hydrolysis	HIV peptide binding	GPR55 antagonists	Salmonella PhoP GFP	NTR1 agonist	NTR1 agonist cell count 20 µM	Siah-1 displacement
COc1ccc(OCCN2CCN(C(=O)c3ccc(OC)c(OC)c3)CC2)cc1	i	0.1	-7%	-8%	4%	-1.3%	-2%	0%	-1.3	54	3%
CN(CCOc1ccc(CC2SC(=O)NC2=O)cc1)c1ccccn1 (centres undefined)	i	1.3&4.5	·	·	2%&6%	·	·	-14%&-9%	-2.3&4.7	61&43	·
CCN(C(=O)c1ccco1)c1nnc(-c2ccc(OC)cc2)s1	i	0.8	4%	-13%	6%	3.0%	14%	-2%	0.6	85	4%
O=C(CCc1ccccc1)NNC(=O)c1ccc(Br)cc1	i	0.3	-4%	6%	-1%	-0.5%	-12%	4%	-0.8	40	-6%
COC(=O)c1cc(NC(=O)c2cc(-c3ccc(C(F)(F)F)cc3)oc2C(F)(F)F)ccc1N1CCOCC1	i	0.0	7%	-2%	2%	0.1%	1%	-4%	4.3	64	2%
COc1ccc(S(=O)(=O)N2CCC[C@H]2C(=O)NC2=NCCS2)cc1	i	0.9	-3%	-3%	3%	0.5%	-10%	-3%	-1.0	83	-2%
CC(=O)NCC1=C(NC(C)=O)C2CC1C(C)(C)C2C (centres undefined)	·	·	-10%	19%	·	-1.5%	4%	3%	-3.3	84	-5%
COc1ccc(-n2c(=O)[nH]cc(C(=O)Nc3ccccc3)c2=O)cc1	i	3.2	0%	5%	11%	2.6%	7%	7%	1.3	51	14%
COc1ccccc1-c1nnc(SCC(=O)OC(C)C)o1	i	7.4	1%	-1%	6%	0.8%	14%	12%	-0.5	61	1%
C=CCNC(=O)C1=NOC(CNC(=O)c2c(-c3ccccc3Cl)noc2C)C1 (centres undefined)	i	0.6	-3%	1%	0%	-2.1%	-1%	-10%	-0.1	54	-2%
COc1ccc(NC(=O)NCCc2ccc(Cl)cc2)cc1OC	i	0.8	0%	-32%	6%	-1.1%	-6%	10%	0.8	45	-2%
CC1(C)CC(=O)c2sc(N)nc2C1	i	0.1	2%	-12%	5%	0.7%	0%	3%	3.2	90	5%
Cc1nc2ccccc2c(=O)n1NC(=O)c1ccc([N+](=O)[O-])cc1Cl	i	0.2	-5%	2%	7%	-1.5%	18%	4%	-0.1	47	6%
CC1(C)C(=O)C2(CCCC2)C(=O)OC1c1ccco1 (centres undefined)	i	0.6	-10%	12%	8%	-0.6%	8%	6%	-1.6	44	-2%
Cc1cccc(N(C(=O)c2snc(C(N)=O)c2N)C(C(=O)NC2CCCC2)c2ccncc2)c1 (centres undefined)	i	0.3	-9%	-2%	12%	-0.4%	5%	-3%	-0.8	42	13%
COc1cc(C(C)=O)ccc1OCC(O)Cn1nc(C)c(Br)c1C (centres undefined)	i	0.9	-5%	10%	-17%	-2.5%	0%	8%	-0.2	60	-6%
COc1ccc(/C=N/NC(=O)c2cc(C)n(-c3ccccc3)c2C)cc1OC	i	0.4	8%	-4%	-4%	-2.4%	-28%	6%	5.8	33	1%
O=C(c1cccc(Cl)c1)N1CCN(C(=O)c2ccco2)CC1	i	0.8	-10%	-1%	3%	0.5%	-8%	4%	0.7	57	-4%
CCCN(CCC)S(=O)(=O)c1ccc(C(=O)OCCN2C(=O)c3cccc4c(N5CCOCC5)ccc(c34)C2=O)cc1	?	·	-5%	16%	11%	63%*	16%	-132%	-2.2	44	-2%
O=C(C1CCC(=O)N1Cc1cccs1)N1CCOCC1 (centres undefined)	i	0.5	-4%	-4%	1%	1.0%	-1%	-2%	-0.2	29	7%
N#Cc1c(NC(=O)c2ccco2)sc2c1CCC2	i	0.7	-9%	-1%	15%	8.6%	3%	1%	-0.6	55	21%
CN=C1SC(C(=O)Nc2ccccc2Cl)CC(=O)N1c1ccc(OC(F)(F)Cl)cc1 (centres undefined)	·	·	7%	0%	-2%	-1.1%	-6%	-5%	4.3	55	-2%
Cc1ccc(S(=O)(=O)Oc2ccccc2/C=N/Nc2ccc(C(=O)O)cc2)cc1	i	0.1	1%	0%	-4%	29%	18%	-4%	2.6	60	4%
Cn1cnc([N+](=O)[O-])c1Nc1ccc(O)cc1	i	0.7	-4%	-9%	24%	4.3%	-5%	5%	-1.1	52	0%

Compound activity as filed in PubChem BioAssay.

Random draw from the library (roughly 2.4% active in at least one column).
